Screening results: PubChem, several laboratories
IL1B cytotox: cytotoxicity in IL-1B stimulated HUVEC, primary screen, cytotoxicity control for IL-1B NFkB translocation project, imaging, Hoechst nuclear count, IL-1B stimulus. HUVEC cell count loss. 0.41% of 94,000 active. cell count reduction, % at 2 µM;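 active means cell count reduction more than 3 SD above the screen-wide mean, cut at about 70% in these data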;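 further: normalized per plate to untreated control cells as the no-loss baseline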
Calb biofilm kill: clotrimazole potentiators killing Candida biofilms, primary screen, with clotrimazole, Alamar Blue. inhibition, % at 6 µM. C. albicans biofilm + clotrimazole. 0.14% of 85,000 active. AID 834, 2007;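 active means inhibition above 20%; inactive means inhibition below 20%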;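 further: preformed 24 hr biofilms exposed to compound for 48 hr; 0% = biofilm without compound and 100% = blank killed by clotrimazole plus chlorhexidine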
VCAM1 TNFa inh: inhibitors of TNFa-induced VCAM1 expression, primary screen, imaging, HUVEC, TNFa stimulus, immunofluorescence; HUVEC TNFa-induced VCAM-1 immunofluorescence, high-content imaging; inhibition, % at 2 µM; 0.48% of 95,000 active;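 active means inhibition above the batch mean plus 3 SD, with images confirmed as a hit by eye, cut at about 37% in these data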;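 further: 0% = TNF-stimulated DMSO wells and 100% = unstimulated control wells; not every result past the cut was called active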
hDAT+cocaine: changed hDAT dopamine uptake under cocaine IC80, either direction, primary screen, cocaine antagonist project, cell-based, LLC-PK1 hDAT, [14C]-dopamine uptake, MLSMR. Sodium-dependent dopamine transporter (Homo sapiens), Q01959. LLC-PK1 hDAT cells, [14C]-dopamine uptake with cocaine IC80; actives deviate in either direction. B-score at 10 µM. 1.3% of 110,000 active. AID 449768, 2010;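 active means Z score or B-score, a plate-position-corrected score, falls beyond the plate's 99.7% confidence bounds, in either direction; inactive means both scores lie inside the 99.7% bounds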;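 further: scored against the spread of the other compound wells on the same plate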
CYP2C9 inhib: blockers of cytochrome P450 2C9 activity – biochemical, luminescence, ADME assay, primary screen; P11712; CYP2C9 Supersomes, luciferin-H conversion; inhibition, % at 5 µM; 20% of 96,000 active; AID 777, 2007;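 active means blocking of liver enzyme CYP2C9 beyond about 50% at 5 µM, limit read from the data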; further: values of inactives mirror those of a sister screen read the other way
Target sequence (P11712 whole entry, looked up): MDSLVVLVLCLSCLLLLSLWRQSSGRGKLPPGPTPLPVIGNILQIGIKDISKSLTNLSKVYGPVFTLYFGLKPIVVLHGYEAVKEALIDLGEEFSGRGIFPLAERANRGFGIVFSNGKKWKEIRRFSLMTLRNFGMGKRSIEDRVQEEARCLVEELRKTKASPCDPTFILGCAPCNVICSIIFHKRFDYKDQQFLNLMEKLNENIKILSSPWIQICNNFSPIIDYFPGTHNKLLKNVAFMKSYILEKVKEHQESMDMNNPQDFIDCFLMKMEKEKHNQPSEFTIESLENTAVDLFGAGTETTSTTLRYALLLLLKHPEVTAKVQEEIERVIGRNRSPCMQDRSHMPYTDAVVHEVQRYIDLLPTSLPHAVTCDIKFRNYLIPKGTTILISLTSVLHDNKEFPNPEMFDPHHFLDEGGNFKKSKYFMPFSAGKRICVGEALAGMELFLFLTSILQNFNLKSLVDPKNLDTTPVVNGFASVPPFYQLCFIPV
CYP2C19 inhib: blockers of cytochrome P450 2C19 activity – biochemical, luminescence, ADME assay, primary screen; P33261; CYP2C19 Supersomes, luciferin-H EGE luminescence, 30 min; inhibition, % at 5 µM; 21% of 96,000 active;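 active means CYP2C19 inhibition above a set limit at 5 µM in the primary screen, cut at about 50% in these data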;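 further: plate controls were negative control wells for no effect and 2.5 mM tranylcypromine positive control for full effect; values of inactives mirror those of a sister screen read the other way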
Target sequence (P33261 whole entry, looked up): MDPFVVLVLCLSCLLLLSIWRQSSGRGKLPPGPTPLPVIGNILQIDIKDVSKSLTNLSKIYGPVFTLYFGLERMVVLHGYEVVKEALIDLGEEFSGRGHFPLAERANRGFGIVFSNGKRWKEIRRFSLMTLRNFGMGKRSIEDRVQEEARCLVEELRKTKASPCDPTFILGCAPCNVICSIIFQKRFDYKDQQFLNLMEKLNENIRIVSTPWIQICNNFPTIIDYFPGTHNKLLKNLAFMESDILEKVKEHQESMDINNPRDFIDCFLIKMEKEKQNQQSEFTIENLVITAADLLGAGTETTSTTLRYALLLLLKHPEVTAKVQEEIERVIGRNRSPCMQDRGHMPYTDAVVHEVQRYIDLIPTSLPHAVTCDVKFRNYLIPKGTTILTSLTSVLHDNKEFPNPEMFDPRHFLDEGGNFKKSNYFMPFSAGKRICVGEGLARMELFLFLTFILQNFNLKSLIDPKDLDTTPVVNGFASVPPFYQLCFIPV
TNFa cytotox: cytotoxicity in TNFa-stimulated HUVEC, primary screen, cytotoxicity control for VCAM1 expression modulator project, imaging, Hoechst nuclei count; HUVEC TNFalpha-stimulated, Hoechst cell count; cell count reduction, % at 2 µM; 0.17% of 93,000 active;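 active means cell count reduction exceeding the screen mean by over 5 SD, scaled to untreated wells per plate, cut at about 78% in these data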;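 further: cells counted after 24 h of TNF alpha exposure following the 1 h pretreatment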
CYP2C9 activ: human CYP2C9 activators, primary screen, biochemical, luminescence. Cytochrome P450 2C9 (Homo sapiens), P11712. recombinant CYP2C9, luciferin-H conversion; hits give high values; factor 1 = untreated enzyme, 0 = blocked. activation factor at 5 µM. 1.4% of 96,000 active. AID 1024, 2008;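 active means activation factor of 2 or more for CYP2C9 at a 5 µM dose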;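 further: 0 = sulfaphenazole-blocked wells and 1 = vehicle-only wells; values of inactives mirror those of a sister screen read the other way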
CYP2C19 activ: human CYP2C19 activators, primary screen, biochemical, luminescence | Cytochrome P450 2C19 (Homo sapiens), P33261 | recombinant CYP2C19, luciferin-H EGE luminescence; hits give high values; 0 = fully inhibited enzyme, 1 = untreated enzyme | activation factor at 5 µM | 96,000 tested, under 10 active | AID 1025, 2008;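 active means activation factor of at least 2 at 5 µM in the primary screen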;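 further: 0 = wells with 2.5 mM tranylcypromine and 1 = vehicle-only wells; values of inactives mirror those of a sister screen read the other way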
Numbers without * were called inactive; · = no result given.

SMILES	IL1B cytotox	Calb biofilm kill	VCAM1 TNFa inh	hDAT+cocaine	CYP2C9 inhib	CYP2C19 inhib	TNFa cytotox	CYP2C9 activ	CYP2C19 activ
CCn1c(SCC(=O)Nc2oc(-c3ccccc3)c(-c3ccccc3)c2C#N)nnc1-c1cc(OC)cc(OC)c1	22	0	5	-0.39	100*	59*	-11	0	0.4
COc1ccc(C2C3=C(OC(C)=O)c4ccccc4C3=Nc3c2c(=O)n(C)c(=O)n3C)cc1 (stereo unspecified)	·	·	·	-0.19	8	-7	·	0.9	1.1
O=C(O)c1ccc2c(c1)ncn2C1CCCCC1	16	·	-10	0.1	-19	-19	-1	1.2	1.2
O=C(COC(=O)c1cccc2ccccc12)Nc1ncc(C(F)(F)F)cc1Cl	13	0	9	-0.31	24	42	-2	0.8	0.6
COc1ccc(N2CCN(C(c3cccs3)C(C)NS(=O)(=O)c3ccccc3)CC2)cc1 (stereo unspecified)	-1	14	-5	·	22	28	-15	0.8	0.7
O=C(c1ccco1)N1CCN(c2nc3ccccc3c(=O)n2-c2ccccc2)CC1	14	5	-22	-0.63	67*	30	-50	0.3	0.7
COC(=O)c1c(C)oc2c1cc(NS(=O)(=O)c1cccs1)c1ccccc12	0	5	11	-1.2	95*	92*	-19	0.1	0.1
Cc1nn(C)c(C)c1NC(=O)CCCSc1nc(-c2ccco2)cc(C(F)(F)F)n1	13	8	0	0.051	·	·	·	·	·
O=C(COc1ccccc1)NC(Cc1c[nH]c2ccccc12)C(=O)O (stereo unspecified)	0	2	-4	-1.2	31	26	-4	0.7	0.7
CCOc1nc(-c2ccccc2)ccc1-c1noc(-c2cccs2)n1	4	·	-24	1.4	15	7	-11	0.8	0.9
O=C(NCCCN1CCN(C2CCCCC2)CC1)Nc1ccccc1C(F)(F)F	-38	·	-2	-0.3	1	-7	-13	1	1.1
CC(C)CSc1nc2c(c(=O)[nH]c(=O)n2C)n1CCc1ccccc1	-205	7	4	-0.38	11	1	-15	0.9	1
COc1ccc(C(=O)OCc2cc3cccc(C)c3[nH]c2=O)cc1	12	5	12	0.17	15	3	-14	0.9	1
CCC(C)(C)n1nnnc1CN1CCC(NC(=O)c2ccc(Br)cc2)CC1	-10	7	-1	1.8*	·	·	-11	·	·
COC(=O)CN(CCc1ccccc1)S(=O)(=O)c1ccc(OC)c(OC)c1	6	-3	-4	-0.56	32	99*	-6	0.7	0
CCNC(=O)C1CCCN1S(=O)(=O)c1ccc(C)cc1 (stereo unspecified)	3	6	13	-1.3	·	·	-20	·	·
COc1ccc(OC)c2[nH]c(=O)c(CCNC(=O)c3ccc(S(=O)(=O)N4CCCCC4)cc3)cc12	·	3	·	·	26	16	·	0.7	0.8
Cc1sc(NC(=O)c2ccco2)c(C(c2cccnc2)N2CCCC2)c1C (stereo unspecified)	3	-3	-1	0.74	53*	33	-17	0.5	0.7
COc1ccc(OCC(=O)O/N=C(\N)Cc2ccc(Cl)cc2)cc1	-22	8	11	0.052	-13	-11	-5	1.1	1.1
O=C1OC(Nc2nccs2)c2ccccc21 (stereo unspecified)	-10	6	0	-0.44	-4	2	-21	1	1
Cc1ccc(CSc2ncn(-c3ccccc3)n2)cc1	5	3	12	-0.36	20	24	-8	0.8	0.8
Clc1nc(NCc2cccnc2)nc(N2CCOCC2)n1	-18	2	-4	0.23	·	·	-27	·	·
CC(=O)Nc1ccc(-c2nnc(SCC(=O)NCc3ccco3)n2C)cc1	-7	6	6	0.13	-7	-17	5	1.1	1.2
Cc1cc(C(=O)CSc2nc3ccccc3o2)c(C)n1CC1CCCO1 (stereo unspecified)	-19	6	9	-0.31	1	27	-34	1	0.7
OC(CNCC1COc2ccccc2O1)COCc1cccs1 (stereo unspecified)	-20	3	18	0.026	·	·	-4	·	·

Next part:
SMILES	IL1B cytotox	Calb biofilm kill	VCAM1 TNFa inh	hDAT+cocaine	CYP2C9 inhib	CYP2C19 inhib	TNFa cytotox	CYP2C9 activ	CYP2C19 activ
CCOC(=O)CSc1nnc(CNC(=O)c2cccs2)n1CCc1ccccc1	0	-6	-1	0.8	14	36	2	0.9	0.6
CCOC(=O)CSc1nnc(NC(=O)c2cccc(S(=O)(=O)N3CCCCC3)c2)s1	-43	-2	11	-0.15	36	7	-40	0.6	0.9
COC(=O)c1ccc(Cl)c(NC(=O)CN(c2ccc(OC)cc2)S(=O)(=O)c2ccccc2)c1	4	·	9	1.3	·	·	-28	·	·
O=C(N/N=C/C=C/c1ccccc1)c1cc2c(ccc3ccccc32)o1	9	·	6	-0.053	-10	-5	-8	1.1	1.1
COC(=O)c1ccc(CSc2nc(-c3ccccc3)cs2)o1	·	1	·	1	56*	25	·	0.4	0.8
Nc1nnc(CCOc2ccccc2Cl)s1	-148	5	21	0.0074	2	18	-11	1	0.8
COc1ccc(CNC(=O)C2CC(C)=C(C)CC2C(=O)O)cc1 (stereo unspecified)	2	-1	21	-0.21	-12	-15	8	1.1	1.2
COc1ccc(COC(=O)N/N=C(\C)CC(=O)Nc2c(C)cc(C)cc2C)cc1	14	·	-7	·	8	3	-3	0.9	1
O=C(Nc1ccccc1)c1ccc(NCCN2CCOCC2)c(S(=O)(=O)N2CCOCC2)c1	-27	7	1	0.5	6	8	-7	0.9	0.9
COc1ccc(NC(=O)COC(=O)c2ccc(N3CCCC3=O)cc2)cc1OC	5	11	7	0.2	0	20	-28	1	0.8
Cc1cc(-c2nnco2)c(C)n1-c1ccc(F)cc1	-2	5	-72	-2	10	58*	-13	0.9	0.4
Cc1cc(C)nc(NC2=NCC(=O)N2c2cccc(Cl)c2)n1	-31	-4	-9	0.081	-7	-4	-7	1.1	1
CSc1ccc(C(C(C(=O)c2cccs2)N2CCOCC2)N2CCOCC2)cc1 (stereo unspecified)	1	-9	8	0.92	30	13	11	0.7	0.9
CCC(=O)c1ccc(OCC(O)CN(CCc2ccccc2)Cc2ccccc2)cc1 (stereo unspecified)	-4	·	-4	1.6	70*	53*	-2	0.3	0.5
COC(=O)c1ccc(N2C(=O)CC(NCc3ccccc3)C2=O)cc1 (stereo unspecified)	6	6	0	0.9	17	43	-3	0.8	0.6
Cc1c(C(=O)OC2CCCCC2)sc2nc[nH]c(=O)c12	3	-3	·	-0.23	40	49	·	0.6	0.5
CCOC1CS(=O)(=O)CC1OCC (stereo unspecified)	-52	·	-16	0.074	-5	-11	-36	1.1	1.1
Cc1cccc(-n2c(N)cc(=O)[nH]c2=S)c1	-11	8	4	-0.98	-29	-28	0	1.3	1.3
O=C(NCC1CCCO1)c1ccc2c(=O)n(Cc3ccco3)c(SCC(=O)N3CCCC3)nc2c1 (stereo unspecified)	18	8	11	0.35	49	2	17	0.5	1
Cc1cc(-n2c(C)cc(C(=O)CSc3nnc4sc5ccccc5n34)c2C)no1	6	4	-2	0.041	16	87*	-10	0.8	0.1
O=c1c2c(-c3ccco3)csc2nc(SCc2cn3cccnc3n2)n1-c1ccccc1	16	3	-20	-0.016	97*	53*	-30	0	0.5
CC(C)(C)c1ccc(OCC(=O)Nc2ccc(-c3nc4cccnc4o3)cc2)cc1	2	5	28	-0.11	40	28	-6	0.6	0.7
CC(C)NCC(O)Cn1c2c(c3ccccc31)CCc1c-2cnn1-c1ccccc1 (stereo unspecified)	4	·	·	-0.31	12	8	·	0.9	0.9
Cc1cccc(N2CCN(S(=O)(=O)c3ccc4c(c3)CCC(=O)N4)CC2C)c1 (stereo unspecified)	-18	8	15	0.046	36	21	-6	0.6	0.8
CCCCSC1=C(C#N)C(c2ccccc2C)C(C(=O)OCC)C(=O)N1 (stereo unspecified)	10	·	2	1.7	66*	61*	-15	0.3	0.4

Pulled one by one from above, four records:
SMILES	IL1B cytotox	Calb biofilm kill	VCAM1 TNFa inh	hDAT+cocaine	CYP2C9 inhib	CYP2C19 inhib	TNFa cytotox	CYP2C9 activ	CYP2C19 activ
CCn1c(SCC(=O)Nc2oc(-c3ccccc3)c(-c3ccccc3)c2C#N)nnc1-c1cc(OC)cc(OC)c1	22	0	5	-0.39	100*	59*	-11	0	0.4
O=C(Nc1ccccc1)c1ccc(NCCN2CCOCC2)c(S(=O)(=O)N2CCOCC2)c1	-27	7	1	0.5	6	8	-7	0.9	0.9
Cc1ccc(CSc2ncn(-c3ccccc3)n2)cc1	5	3	12	-0.36	20	24	-8	0.8	0.8
COc1ccc(OCC(=O)O/N=C(\N)Cc2ccc(Cl)cc2)cc1	-22	8	11	0.052	-13	-11	-5	1.1	1.1

Profiles, looked up by structure.
`COc1ccc(NC(=O)COC(=O)c2ccc(N3CCCC3=O)cc2)cc1OC` reads IL1B cytotox = 5; Calb biofilm kill = 11; VCAM1 TNFa inh = 7; hDAT+cocaine = 0.2; CYP2C9 inhib = 0; CYP2C19 inhib = 20; TNFa cytotox = -28; CYP2C9 activ = 1; CYP2C19 activ = 0.8
`COc1ccc(CNC(=O)C2CC(C)=C(C)CC2C(=O)O)cc1` (stereo unspecified) reads IL1B cytotox = 2; Calb biofilm kill = -1; VCAM1 TNFa inh = 21; hDAT+cocaine = -0.21; CYP2C9 inhib = -12; CYP2C19 inhib = -15; TNFa cytotox = 8; CYP2C9 activ = 1.1; CYP2C19 activ = 1.2

(list continues)
SMILES	IL1B cytotox	Calb biofilm kill	VCAM1 TNFa inh	hDAT+cocaine	CYP2C9 inhib	CYP2C19 inhib	TNFa cytotox	CYP2C9 activ	CYP2C19 activ
Cc1cccc(NC(=O)C(=O)NCc2ccccn2)c1	3	·	1	-0.12	-6	22	0	1.1	0.8
Cc1cc(C)nc(N2CCCC(C(=O)NCc3ccccc3)C2)n1 (stereo unspecified)	16	10	-3	-0.039	·	·	·	·	·
Cc1ccc(NS(=O)(=O)c2ccc(CCC(=O)O)cc2)cc1	·	8	·	-0.84	5	13	·	0.9	0.9
CN1CCN(CC(=O)Nc2nc(-c3ccccc3)cs2)CC1	-27	7	-6	·	-4	7	12	1	0.9
COc1ccc(OCCC(=O)OCC(=O)NCc2ccco2)cc1	·	2	·	-0.28	4	6	·	1	0.9
COC(=O)c1[nH]c2cc(OC)c(OC)cc2c1NC(=O)Oc1ccccc1	-1	2	-8	-0.28	26	-14	2	0.7	1.1
Cc1ccc(NC2=NC(c3ccccc3)n3c(nc(C)cc3=O)N2)cc1 (stereo unspecified)	7	0	-11	0.81	36	42	0	0.6	0.6
